Screens (PubChem BioAssay)
PABP1 MLLE inh: blocks PAM2 peptide binding to the PABP1 MLLE domain | inhibition, % at 20 µM | GST-MLLE / FITC-PAM2 fluorescence polarization | AID 588489 | P11940 | actives 0.36% (n = 360,000); in the data active means inhibition above about 35%, passing the limit was not always enough;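 further: plate controls were DMSO wells with GST-MLLE for no effect and wells lacking GST-MLLE protein for full effect; some results filed as inactive read as strong as hits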
Target sequence (P11940 whole entry, looked up, the tested form may be a part): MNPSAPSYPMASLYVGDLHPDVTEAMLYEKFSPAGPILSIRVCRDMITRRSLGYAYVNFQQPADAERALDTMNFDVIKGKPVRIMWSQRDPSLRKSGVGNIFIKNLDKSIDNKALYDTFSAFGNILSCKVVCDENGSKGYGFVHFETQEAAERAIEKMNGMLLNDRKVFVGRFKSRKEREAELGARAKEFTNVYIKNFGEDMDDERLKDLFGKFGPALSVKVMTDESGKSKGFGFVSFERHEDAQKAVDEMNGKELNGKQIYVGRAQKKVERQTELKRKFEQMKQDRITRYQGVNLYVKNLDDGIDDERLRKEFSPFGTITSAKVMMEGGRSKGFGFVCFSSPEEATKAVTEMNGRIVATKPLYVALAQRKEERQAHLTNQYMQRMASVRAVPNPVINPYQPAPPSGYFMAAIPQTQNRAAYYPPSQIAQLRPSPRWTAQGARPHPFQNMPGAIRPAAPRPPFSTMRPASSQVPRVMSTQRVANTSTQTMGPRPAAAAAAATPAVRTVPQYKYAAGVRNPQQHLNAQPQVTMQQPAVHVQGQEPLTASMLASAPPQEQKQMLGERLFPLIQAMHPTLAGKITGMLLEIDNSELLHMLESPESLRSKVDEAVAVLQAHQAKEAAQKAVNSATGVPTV
SUMO1-SIM PPI: SUMO1-SIM interaction modulation. P63165. AID 602429. actives 0.33% (n = 360,000). SUMO1 binding to a labelled peptide, TR-FRET, 1 h. inhibition, % at 20 µM; in the data active means inhibition above about 37%
Target sequence (P63165 whole entry, looked up): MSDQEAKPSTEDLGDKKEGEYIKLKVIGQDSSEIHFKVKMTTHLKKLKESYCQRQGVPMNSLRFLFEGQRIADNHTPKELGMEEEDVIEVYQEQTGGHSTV
CSN deneddyl inh: inhibitors of human CSN-mediated cullin deneddylation. Purified CSN, SCF-Nedd8-OG deneddylation, fluorescence polarization. inhibition, % at 12.5 µM. actives 0.38% (n = 360,000). AID 651999;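 active means pattern-corrected inhibition above about 35%, with an unprinted fluorescence ratio check between 0.5 and 1.5, limit read from the data, passing the limit was not always enough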;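 further: 0% = enzyme with substrate and 100% = substrate without enzyme; some results filed as inactive read as strong as hits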
Target sequence (Q92905 whole entry, looked up, one chain of several): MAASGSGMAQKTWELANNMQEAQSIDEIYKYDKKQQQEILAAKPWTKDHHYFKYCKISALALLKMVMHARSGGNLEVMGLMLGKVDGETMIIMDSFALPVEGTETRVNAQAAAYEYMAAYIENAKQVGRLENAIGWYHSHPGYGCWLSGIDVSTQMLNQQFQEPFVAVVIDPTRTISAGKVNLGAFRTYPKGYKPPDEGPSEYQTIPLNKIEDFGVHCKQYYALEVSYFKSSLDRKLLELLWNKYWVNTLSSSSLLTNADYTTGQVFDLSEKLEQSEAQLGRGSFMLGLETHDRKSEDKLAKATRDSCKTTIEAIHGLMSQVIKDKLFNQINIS
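Detection – fluorescence polarization · System – HEK293T-derived human Csn5 enzyme · Controls – substrate-only high control, full reaction low control · Timing – 90 min, room temperature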
DNMT1 block: inhibitors of human DNMT1 | P26358 | DNMT1 molecular beacon, Hinp1I cleavage, fluorescence | inhibition (reported as % activation of signal), % at 10 µM | actives 0.83% (n = 360,000); in the data active means inhibition above about 50%
Tb MetRS inh: blocks T. brucei methionyl-tRNA synthetase activity. purified T. brucei MetRS, ATP depletion, Kinase-Glo luminescence. inhibition, % at 11.9 µM. actives 0.4% (n = 360,000). AID 624268;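 active means inhibition above a per-plate cutoff of the control wells' mean inhibition plus 3 SD, cut at about 5.5% in these data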;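 further: 0% = DMSO wells median and 100% = median of wells with control inhibitor compound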
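Material: parasite MetRS enzyme / Replication: singlicate, one well per compound / Signal: luminescence of leftover ATP / Schedule: 2 h aminoacylation at 25 °C after 15 min preincubation / Medium: HEPES-MgCl2-KCl buffer plus DTT, spermine, BSA, pyrophosphatase / Doses: 11.9 µM single point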
STEP block: inhibitors of human striatal-enriched phosphatase STEP; recombinant STEP, OMFP fluorogenic substrate, fluorescence; P54829; AID 588621; inhibition, % at 20 µM; actives 0.25% (n = 360,000);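 active means inhibition at 20 µM, scaled per plate between control wells, above about 37%, limit read from the data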;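 further: 0% = DMSO with enzyme and substrate and 100% = substrate only without enzyme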
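Assay system: isolated STEP enzyme. Buffer or medium: pH 6.0 Bis-Tris with DTT and Tween 20. Also added: fluorogenic phosphatase substrate OMFP at 25 µM final. Dosing: 20 µM, 1% DMSO. Timing: 20 min reaction, room temperature, in the dark. Measured by: fluorescence intensity, excitation 480 nm, emission 540 nm. Evaluation: normalized % inhibition.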
NadD inh: inhibitors of Staphylococcus aureus NadD; purified NadD enzyme, colorimetric absorbance read-out; inhibition, % at 20 µM; actives 0.78% (n = 360,000); AID 602399; in the data active means inhibition above about 26%; further: some compounds past the cut are filed as inactive
Scp1 inh: blocks human Scp-1 phosphatase activity; Q9GZU7; Recombinant Scp1, phosphopeptide, malachite green phosphate absorbance; inhibition, % at 20 µM; actives 0.88% (n = 340,000); AID 493091;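 active means inhibition above about 50% at 20 µM, limit read from the data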;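 further: plate controls were DMSO wells with enzyme for no effect and wells lacking enzyme for full effect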
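Material – SCP-1 phosphatase catalytic domain, residues 76-261 · Buffer or medium – Acidic Tris acetate buffer with magnesium and detergent · Also added – Phospho 17-mer peptide substrate · Compound – single 20 µM dose, 1% DMSO · Times – 45 min room-temperature reaction, 5 min colour, 30 min stabiliser · Technique – Phosphate-binding colour reagent, absorbance read at 630 nm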
Rpn11 inh: inhibitors of human proteasome Rpn11; O00487; human 26S proteasome, Ub4-pepOG fluorescence polarization; 20S core pre-blocked with epoxomicin; calls only at 20 µM; actives 0.59% (n = 360,000); AID 588493;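 active means inhibition at 20 µM, scaled to each plate's controls, above about 33%, limit read from the data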
LMPTP inh: LMPTP (human) inhibition. AID 651560. inhibition, % at 20 µM. actives 0.22% (n = 360,000). recombinant LMPTP-A, OMFP fluorogenic substrate, fluorescence intensity;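 active means compounds that cut the enzyme signal by at least half of the control window in the single-dose screen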;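 further: plate controls were DMSO wells with enzyme plus substrate for no effect and substrate without enzyme for full effect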
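material = LMPTP-A | quantity = 0.625 nM enzyme | reagent = OMFP substrate, 400 µM final | buffer or medium = Bis-Tris pH 6.0, DTT, detergent | detection = endpoint fluorescence intensity from OMFP dephosphorylation | dosing = single 20 µM dose | read-out basis = % inhibition relative to no-enzyme and uninhibited control wells | control set = no-enzyme and uninhibited controls | timing = 50 min at room temperature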
An asterisk follows results filed as active; i = inactive; nt = no result given; + = active, no number. This is a random part of the collection, and some 3.6% of all compounds hit somewhere here.

compound | PABP1 MLLE inh | SUMO1-SIM PPI | CSN deneddyl inh | DNMT1 block | Tb MetRS inh | STEP block | NadD inh | Scp1 inh | Rpn11 inh | LMPTP inh
CCOC(=O)CCc1nc2ccccc2[nH]1 | 1 | 0 | -1 | 6 | -0.3 | 1 | 1 | -5 | i | -0.8
CCOC(=O)C(Cc1nc(OCc2ccccc2)cc(OCc2ccccc2)n1)=NO | -7 | 10 | -4 | -13 | -0.1 | -3 | 3 | -8 | i | 2.2
Clc1cccc(C2Nc3cccc4cccc(c34)N2)c1 | 9 | 6 | 0 | -2 | -0.5 | 6 | 27* | 6 | i | 4.0
CCOC(=O)N1CCC(NCCNC(=O)c2ccc(Cl)cc2)CC1 | -3 | -3 | -1 | 2 | -1.1 | 0 | 0 | 3 | i | -1.4
OCC1OC(n2cnc3ccccc32)CC1O (stereo not drawn) | 6 | 3 | -4 | 0 | -0.3 | -2 | -5 | -8 | i | -1.2
N#C/C(=C/c1ccc(-c2ccc(S(=O)(=O)N3CCOCC3)cc2)o1)C(=O)NC1CC1 | -10 | -15 | 1 | -20 | -0.2 | 0 | 0 | -12 | i | 0.4
Cc1c(C(N)=O)sc2ncn(CC(=O)N(C)C3CCCCC3)c(=O)c12 | -11 | 2 | 3 | 4 | 0.2 | 1 | 6 | -5 | i | 0.3
O=C(CC(c1ccccc1)c1ccco1)N1CCCCC1 (stereo not drawn) | -4 | -2 | -6 | -6 | -1.0 | 0 | -1 | nt | i | -1.3
COc1cc(Cl)c(C)cc1Nc1ncccn1 | -1 | 2 | 1 | 3 | -0.3 | -1 | 5 | 14 | i | 0.4
C/C(=N\O)c1ccc2[nH]ccc2c1 | -12 | 2 | -1 | -5 | -0.2 | -2 | 5 | 0 | i | 0.4
COc1ccc2cc(/C=N/NC(=O)c3ccc(CN(c4cccc(Cl)c4Cl)S(C)(=O)=O)cc3)c(Cl)nc2c1 | -4 | 6 | 6 | -7 | -0.6 | 0 | 20 | -5 | i | 0.2
COc1ccc(C(=O)N2CCCC(Nc3ccc(C(C)C)cc3)C2)c(OC)n1 (stereo not drawn) | -13 | -2 | 1 | -2 | 0.0 | 1 | 2 | -4 | i | 2.1
O=S(=O)(c1ccccc1)N(Cc1cccc(F)c1)c1ccccc1 | -5 | 3 | -2 | 0 | -0.8 | 0 | -9 | -4 | i | 2.6
Cc1noc(C)c1COC(=O)Cc1ccc(Cl)c(Cl)c1 | -3 | -1 | -3 | -1 | -0.6 | 2 | -7 | -6 | i | 0.8
C=CCNS(=O)(=O)c1ccc(OC)c(C)c1 | -4 | -4 | 12 | -1 | -0.3 | 0 | -5 | -1 | i | -1.7
CC(=O)Nc1cccc(C(=O)OCc2csc(CC(=O)Nc3ccccc3C)n2)c1 | -37 | -10 | 8 | -8 | -0.1 | -3 | 6 | 0 | i | -5.6
CCc1nc2ccccc2n1CC(=O)Nc1cc(C)on1 | -8 | 0 | -2 | 4 | -1.0 | -1 | 2 | 6 | i | 0.3
CC(C)c1nc2cc(Cl)ccc2n(Cc2ccccc2)c1=O | -3 | 1 | 1 | 3 | -0.1 | 4 | -1 | -5 | i | 2.3
O=C(CNC(=O)c1cccc(F)c1)N/N=C/c1ccc([N+](=O)[O-])s1 | -3 | -31 | -1 | -11 | -0.2 | 1 | -3 | -5 | i | -1.9
N#CC(C#N)=C1C=CC=CN1/C(=C\c1ccccc1Cl)C(=O)c1ccccc1 | 29 | -5 | -6 | -14 | -0.4 | -2 | -1 | -12 | i | 1.5
Cc1ccc(CCNC(=O)c2ccc(NC3=NC4CS(=O)(=O)CC4S3)cc2)cc1 (stereo not drawn) | -101 | 4 | -2 | 0 | -0.1 | 1 | 8 | -4 | i | -0.2
COc1ccc(C(=O)N/N=C(\Cc2ncc[nH]2)c2ccccc2)cc1 | 2 | 1 | 2 | 8 | -0.3 | -9 | 0 | -5 | i | 0.4
CC(C)CCNC(=O)[C@H](Cc1ccccc1)N1Cc2ccccc2C1=O | 3 | 4 | -2 | 1 | -0.6 | 0 | -2 | -7 | i | -1.9
O=C(Nc1nccs1)C1CC=CCC1C(=O)OCC(F)(F)C(F)F (stereo not drawn) | 7 | -1 | 0 | -1 | -0.1 | -2 | -6 | -8 | i | -1.1
O=C(Nc1ccc2c(c1)OCO2)c1ccc2c(c1)OCO2 | -8 | 2 | 3 | 9 | -0.9 | 1 | 3 | -1 | i | 1.4
COC(=O)c1oc2ccccc2c1NC(=O)c1ccccc1O | 11 | 7 | 0 | -1 | -0.3 | -5 | -5 | -5 | i | 1.6
O=C1C2C(C(=O)N1Cc1ccco1)C1C=CC2C12CC2 (stereo not drawn) | 3 | 1 | -3 | 2 | -0.2 | -1 | -2 | 1 | i | 0.4
Cc1ccccc1C1C(C#N)=C2N=C(N)c3c(sc4c3CCCCC4)N2C2=C1C(=O)CCC2 (stereo not drawn) | 22 | 10 | -8 | -14 | -0.8 | 4 | 43* | 5 | i | 12
CC(=O)Nc1ccc(/C=N/N2CCCCC2)cc1 | 21 | -3 | -7 | 3 | -0.4 | 1 | -3 | -1 | i | -0.6
Cc1cccc(NCc2ccccc2O)c1C | 8 | 2 | 4 | -2 | -0.6 | -3 | -2 | -6 | i | 1.6
O=C(NC1CCCC1)c1ccc(COc2ccccc2Br)o1 | 8 | 12 | 1 | -2 | -0.3 | 1 | -6 | 4 | i | 1.2
CC1CCCN(CC(O)COc2ccc(Cl)cc2)C1 (stereo not drawn) | -1 | -3 | 2 | 2 | -0.6 | -1 | 5 | 1 | i | 0.9
O=[N+]([O-])c1ccc(N/N=C/c2cn(-c3ccccc3)nc2-c2ccccc2)cc1 | -125 | -12 | 16 | 7 | -0.7 | -1 | 16 | -5 | + | 2.1
CCCCCCCCN1C(=O)[C@H](CC(=O)NCc2cccs2)C[C@@]2(C(=O)OC)CC(C)(C)CC=C12 | nt | 5 | 0 | nt | 0.9 | nt | nt | nt | nt | 7.3
Cc1ccc(NC(=O)c2cc3c(=O)oc4ccccc4c3s2)nc1 | -7 | 6 | 1 | 3 | -1.5 | -1 | 5 | -6 | i | 1.7
O=C(CSc1nc2ccc([N+](=O)[O-])cc2[nH]1)c1ccc(Cl)cc1 | -102 | 2 | -3 | -4 | 0.5 | -4 | 2 | -4 | i | -1.3
N#C/C(=C\c1ccncc1)C(=O)Nc1ccc(C(=O)O)cc1 | -1 | -1 | -2 | 16 | -2.2 | 1 | -2 | 8 | i | 4.6
Cc1cc(Oc2ccc(Cl)cc2)nc(-c2ccccn2)n1 | 20 | 8 | 0 | 1 | 0.1 | 4 | 4 | -4 | i | -0.1
O=C(CSc1n[nH]c(-c2ccncc2)n1)Nc1ccc(Cl)c(Cl)c1 | -113 | 11 | 4 | -2 | -1.5 | -6 | 11 | 52* | i | -1.8
O=C(NCC1CCCO1)c1ccc(NC(=O)c2ccc([N+](=O)[O-])cc2)cc1 (stereo not drawn) | -5 | -36 | 1 | -1 | -1.2 | 0 | -3 | -6 | i | -0.3

Copied from the entries so far, 2 compounds:
compound | PABP1 MLLE inh | SUMO1-SIM PPI | CSN deneddyl inh | DNMT1 block | Tb MetRS inh | STEP block | NadD inh | Scp1 inh | Rpn11 inh | LMPTP inh
O=C(CSc1n[nH]c(-c2ccncc2)n1)Nc1ccc(Cl)c(Cl)c1 | -113 | 11 | 4 | -2 | -1.5 | -6 | 11 | 52* | i | -1.8
O=C(NCC1CCCO1)c1ccc(NC(=O)c2ccc([N+](=O)[O-])cc2)cc1 (stereo not drawn) | -5 | -36 | 1 | -1 | -1.2 | 0 | -3 | -6 | i | -0.3

(continued)
compound | PABP1 MLLE inh | SUMO1-SIM PPI | CSN deneddyl inh | DNMT1 block | Tb MetRS inh | STEP block | NadD inh | Scp1 inh | Rpn11 inh | LMPTP inh
CC(=O)c1c(C)[nH]c(C(=O)CN2CCN(S(=O)(=O)c3ccccc3[N+](=O)[O-])CC2)c1C | -12 | -5 | 1 | -2 | 1.2 | 0 | 10 | 4 | i | -0.4
Cc1ccc(Cn2c(SCc3cccnc3)nc3c2c(=O)n(C)c(=O)n3C)cc1 | -9 | 0 | -2 | 108* | -0.4 | 6 | 3 | -6 | i | 2.0
O=C1CSC(c2cccc([N+](=O)[O-])c2)N1CCN1CCCCC1 (stereo not drawn) | -1 | -11 | -1 | 1 | -0.6 | 1 | -1 | -3 | i | -2.2
CCCC(=O)N1CCc2cc(OC)c(OC)cc2C1c1cc2cc3c(cc2[nH]c1=O)OCO3 (stereo not drawn) | 7 | 5 | 1 | -1 | -0.2 | 0 | 3 | -1 | i | 0.3
O=C(O)c1cccc(Sc2cc(Cl)ccc2C(=O)O)c1 | 15 | 14 | -8 | 17 | -0.5 | 0 | -10 | 0 | i | -3.1
COc1ccc(OC)c(Nc2nc(N)c([N+](=O)[O-])c(N3CCOCC3)n2)c1 | -1 | -5 | 2 | -5 | -0.4 | -1 | -1 | -1 | i | 2.0
Cc1ccc(S(=O)(=O)O)c(C)c1N1CCCC1=O | 35 | -2 | -3 | -2 | 0.6 | -2 | 3 | -11 | i | -1.4
Cc1cc(NC(=O)COC(=O)C2CCC2)no1 | -5 | 0 | 2 | 1 | -0.2 | 1 | 12 | -5 | i | -1.1
CCc1ccccc1N1CSC2=C(C#N)C(c3ccccc3F)CC(=O)N2C1 (stereo not drawn) | -29 | 3 | 12 | -8 | 0.1 | 1 | 13 | 46 | i | 1.3
O=C1OCC2=C1C(c1ccccc1)CC(=O)N2c1ccc(F)cc1 (stereo not drawn) | 2 | 3 | -3 | 1 | -0.3 | -4 | -4 | -12 | i | -1.0
CCCC[C@@H]1CC2=C(C(=O)OC(C)(C)O2)[C@@H](c2ccc(Cl)cc2)O1 | nt | 5 | 1 | nt | -0.3 | nt | -1 | nt | nt | 1.8
COc1ccc(S(=O)(=O)N2CCC(c3nc4ccccc4[nH]3)CC2)cc1 | -4 | 5 | 5 | -1 | 0.2 | 0 | -4 | -12 | i | -0.9
OC[C@H]1O[C@@H](n2cnc3c(NC4CCCC4)ncnc32)[C@H](O)[C@@H]1O | 14 | -1 | 2 | 5 | -0.9 | -3 | 4 | -20 | i | -2.1
O=S(=O)(c1ccc(N2CCC(c3ccc(Cl)cc3)=N2)cc1)N(CCO)CCO | 27 | -14 | 1 | -12 | -1.1 | 4 | -13 | -4 | i | 1.9
